Assay outcomes as filed in PubChem BioAssay.
Vif-APOBEC3G blk: inhibitors of Vif-APOBEC3G interaction; Q9HC16; HeLa A3G-eYFP + Vif (tagged APOBEC3G with the HIV-1 protein that degrades it), YFP fluorescence, overnight; Potency, µM (top dose mostly 46.1 µM), inactives show at the highest dose activity, negative = active, usual class: inhibitors; actives 0.076% (n = 410,000); AID 602310;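 also: potency is read from the fitted curve at half-maximal effect; % is scaled to controls: 0 for no effect and ±100 for the full control effect; nearly all actives have a fitted effect of over 60% in size; hits raise eYFP signal because A3G escapes Vif-driven loss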
Target sequence (Q9HC16 whole entry, looked up): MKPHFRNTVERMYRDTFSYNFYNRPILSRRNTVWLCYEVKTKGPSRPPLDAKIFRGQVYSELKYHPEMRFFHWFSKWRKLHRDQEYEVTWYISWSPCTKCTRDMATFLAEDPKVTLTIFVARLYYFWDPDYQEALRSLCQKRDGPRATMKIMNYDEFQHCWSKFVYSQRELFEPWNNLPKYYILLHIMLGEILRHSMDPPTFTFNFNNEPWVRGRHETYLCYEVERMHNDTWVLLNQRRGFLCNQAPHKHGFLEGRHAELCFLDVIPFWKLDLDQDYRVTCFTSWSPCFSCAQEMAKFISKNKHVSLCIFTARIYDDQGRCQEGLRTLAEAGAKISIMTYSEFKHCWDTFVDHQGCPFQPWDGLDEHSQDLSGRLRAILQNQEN
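HeLa cells stably expressing Vif and C-terminally eYFP-tagged A3G, seeded overnight at 37 deg C, then exposed to compound by pintool overnight at 37 deg C. Rise in yellow fluorescence (Ex 488/Em 500-530, Acumen) marks blocked Vif-driven A3G degradation.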
LDHA block: inhibitors of human lactate dehydrogenase A; activity change, % (values are at about 110 or 230 µM); P00338; actives 0.15% (n = 480,000); purified LDHA, NADH/diaphorase-resazurin fluorescence; stronger effect = lower value; in the data active = activity change below about -30%; inconclusive = mostly about -25% to -30%;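 also: plate controls were DMSO wells for no effect and wells without enzyme for full effect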
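Remaining NADH was detected by diaphorase (0.133 mg/mL) converting 37 µM resazurin to fluorescent resorufin, read at 0 and 20 minutes. The preceding 5-minute room-temperature reaction used 2 nM LDHA, 0.2 mM sodium pyruvate and 0.06 mM NADH at pH 7.4.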
RGS4 inh: human RGS4 inhibition; actives 0.039% (n = 390,000); Transcreener GDP fluorescence polarization, RGS4-accelerated GTP hydrolysis; P49798; AID 504845; Potency, µM (top dose mostly 114 µM), inactives show at the highest dose activity change, negative = inhibition, actives largely listed as inhibitors; also: potency is read from the fitted curve at half-maximal effect; % is scaled to controls: 0 for no effect and ±100 for the full control effect; nearly all actives have a fitted effect of over 75% in size; some results filed as inactive show a strong effect at the top dose
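MLSMR compounds (23 nl, pin-transferred) preincubated 10 min at room temperature with a 500nM (2x) first reagent, then RGS4 at 900nM (2x) plus Transcreener GDP mix added; fluorescence polarization (620/688 nm) read before and after 90 min at 30 °C.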
D2 antagonist: D2 dopamine receptor (human) antagonism; AID 485344; actives 2% (n = 340,000); inhibition, % at 10 µM; HEK293 TREx D2 cells, calcium flux, dopamine EC80; in the data active = inhibition above about 30%; also: 0% is about no effect
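Cells plated overnight at 30 C with tetracycline; no-wash calcium dye, 30–90 min RT; 10 s baseline; compound pinned; 180 s read; EC80 dopamine added; another 180 s read.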
D2 agonist: activates the human D2 dopamine receptor; HEK293 T-REx D2 cells, calcium flux agonist mode; activation, % at 2 µM; actives 0.53% (n = 340,000); AID 485358;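 active = activation over 3 SD above normal in the single-dose calcium agonist read, cut at about 30% in these data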; also: 0% is about no effect
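HEK293 Trex D2 cells, tetracycline-induced, o/n 30 C 5% CO2; no-wash Ca dye, RT 30–90 min; 10-cycle baseline, 23 nl cpd added, kinetic Ca read 180 s; agonist hits = positive Ca response.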
GRP78 ERSR act: inducers of ER stress response in human glioma cells | U87-MG GRP78 promoter luciferase reporter, 16 h | Potency, µM, inactives show at the highest dose activation, actives largely listed as activators | actives 0.02% (n = 420,000) | AID 602332; also: potency is read from the fitted curve at half-maximal effect; series mostly up to about 76 µM; % of control where 0% means no effect; nearly all actives have a fitted effect of over 35% in size
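Stably transfected U87-MG human glioma cells carrying a GRP78-based luminescent sensor were seeded at 1000 cells/well, pin-dosed with compounds and incubated 16 h. Luciferase reagent was then added, and end-point luminescence was read after 10 min at room temperature.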
ALOX12 inh: inhibitors of human 12S-lipoxygenase ALOX12; purified 12hLO, xylenol orange hydroperoxide absorbance; Potency, µM (top dose mostly 108 µM), inactives show at the highest dose activity change, negative = inhibition, hits mostly inhibitors; actives 1.1% (n = 580,000); also: potency is read from the fitted curve at half-maximal effect; % is scaled to controls: 0 for no effect and ±100 for the full control effect
Target sequence (P18054 whole entry, looked up): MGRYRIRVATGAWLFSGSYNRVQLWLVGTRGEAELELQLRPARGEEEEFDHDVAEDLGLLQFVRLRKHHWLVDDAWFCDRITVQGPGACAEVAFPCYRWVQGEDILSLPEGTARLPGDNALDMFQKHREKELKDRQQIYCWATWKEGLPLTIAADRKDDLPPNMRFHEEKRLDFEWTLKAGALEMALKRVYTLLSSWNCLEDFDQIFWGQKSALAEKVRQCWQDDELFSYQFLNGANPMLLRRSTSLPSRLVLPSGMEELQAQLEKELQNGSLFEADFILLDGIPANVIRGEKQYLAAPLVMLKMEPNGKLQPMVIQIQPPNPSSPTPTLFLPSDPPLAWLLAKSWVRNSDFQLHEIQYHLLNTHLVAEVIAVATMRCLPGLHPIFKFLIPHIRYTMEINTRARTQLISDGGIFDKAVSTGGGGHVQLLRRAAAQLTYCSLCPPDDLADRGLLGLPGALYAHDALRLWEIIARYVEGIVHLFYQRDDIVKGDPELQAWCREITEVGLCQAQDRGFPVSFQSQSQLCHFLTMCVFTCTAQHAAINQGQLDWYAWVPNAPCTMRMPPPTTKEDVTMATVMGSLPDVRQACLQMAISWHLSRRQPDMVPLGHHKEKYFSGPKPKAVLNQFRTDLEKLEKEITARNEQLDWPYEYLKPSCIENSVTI
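Purified human 12hLO (150 nM final) in 25 mM Hepes, 0.01% Triton X-100, pH 7.0 was preincubated 15 min at room temperature with compound. Then 40 uM arachidonic acid was added, 30 min. Hydroperoxide was read by Fe-XO absorbance ratio 573/405 nm.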
Vif-APOBEC3F blk: blocks the Vif interaction with APOBEC3F; Potency, µM (top dose mostly 46.1 µM), for the others: top-dose activity, negative = active; HeLa A3F-eYFP + Vif (tagged APOBEC3F with the HIV-1 protein that degrades it), YFP fluorescence increase; actives 0.2% (n = 390,000); also: potency is read from the fitted curve at half-maximal effect; % of control where 0% means no effect; nearly all actives have a fitted effect of over 65% in size
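HeLa cells stably expressing A3F-eYFP plus Vif, plated and incubated overnight at 37 deg C, then exposed to compounds overnight at 37 deg C. Blocked degradation read as raised yellow fluorescence (Ex 488/Em 500-530).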
ERG Ets-DNA blk: inhibitors of human ERG Ets domain-DNA interaction | P11308 | fluorescence polarization, His-ERG Ets domain / labelled DNA | Potency, µM (highest dose often 76.9 µM), without a hit: at the highest dose FP activity, negative = inhibition, hits mostly inhibitors | actives 0.028% (n = 370,000) | AID 624246; active = well fitted inhibition curve with a large enough effect in the polarisation, with a control signal flat; inconclusive = small, poorly fitted or top-dose-only effect, or effect the other way, or a change in a side signal; inactive = no such curve, though single readings can be large or run the other way; the % refers to the polarisation;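 also: polarization taken with two DNA probes labelled with fluorescein and Texas red; potency is read from the fitted curve at half-maximal effect; % of control where 0% means no effect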
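His-tagged ERG Ets domain (1 uM in the protein solution; 300mM KCl, 50mM Tris-HCl, 1mM EDTA, 1mM DTT, pH 7.5) received compound, then a probe mix of 5 nM fluorescein-DNA and 100nM Texas-615-DNA. Fluorescence polarization was read for both dyes.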
* marks the source's active call; other numbers are inactive results; ? = inconclusive; nt = not tested or not shown; & = joins results of further samples; [ ] = remark or other dose. Unless noted, calls follow the shape of the dose curve; as a rule, active = well fitted curve in the direction sought with a large enough effect; inconclusive = small, poorly fitted or top-dose-only effect, or another doubt; inactive = no such curve, though single readings can be large; an effect the other way counts as inactive or inconclusive. This is a subset. The share of hits here may be higher or lower than overall.

no.	Structure	GRP78 ERSR act	ERG Ets-DNA blk	ALOX12 inh	RGS4 inh	D2 antagonist	Vif-APOBEC3G blk	LDHA block	Vif-APOBEC3F blk	D2 agonist
1	Cc1ccc(-c2nc(CCNC(=O)C(=O)Nc3ccc(C)c(Cl)c3)cs2)cc1	-4.1%	3.4%	-3.2%	0.5%	nt	0.8%	-9.1	-6.3%	0.7
2	C=CCn1c(SCC(=O)Nc2ccc(N3CCOCC3)cc2)nnc1-c1ccco1	-3.2%	2.8%	4.2%	-2.2%	-9.7	-2.0%	1.5	1.7%	-0.4
3	CCCCn1c(N)c(N(Cc2ccccc2OC)C(=O)COc2ccc(F)cc2Cl)c(=O)[nH]c1=O	-2.7%	1.7%	nt	-20.2%	16.9	1.3%	1.5	-10.9%	0.3
4	CCOC(=O)Cc1csc(SCc2nc3sc4c(c3c(=O)[nH]2)CCC4)n1	-5.0%	0.5%	-11.4%	8.1%	2.0	-1.4%	-4.2	nt	0.7
5	COc1cc([N+](=O)[O-])ccc1-c1ccc(/C=N\n2cnnc2)o1	1.6%	10.1%	?	19.1%	-10.2	-11.1%	-9.6	-14.8%	0.6
6	Cc1nc(N2CCOCC2)sc1C=O	-3.2%	3.8%	-18.6%	-21.2%	-6.4	1.1%	-1.7	-22.0%	0.3
7	CC1CC(C)CN(S(=O)(=O)c2ccc(NC(=O)CCNC(=O)c3ccc([N+](=O)[O-])cc3)cc2)C1 (centres undefined)	-3.7%	-4.9%	2.6%	-1.9%	-11.4	-0.3%	-0.7	-9.3%	0.5
8	O=C(Nc1ccc(O)c2c(=O)cc(-c3ccccc3Cl)oc12)c1cccs1	-4.9%&-2.6%	-0.2%	-9.0%	-13.6%&2.8%	-6.6	-1.7%&0.7%	1.6	5.1%	-1.3
9	Cn1nnnc1Sc1ccc([N+](=O)[O-])cc1Cl	-2.9%	3.2%	27.3%	7.2%	-17.8	-12.3%	-7.5	-2.3%	1.3
10	O=C(Nc1ccsc1C(=O)N1CCCC1)c1ccccc1	-2.0%	9.5%	3.4%	-40.9%	2.5	0.4%	-1.5	13.4%	0.4
11	Cn1c(CN2CCN(c3cccc(Cl)c3)CC2)nc2ccccc21	-2.8%	-2.8%	0.0%	5.2%	-15.6	1.2%	16.4	-2.9%	-1.0
12	COc1ccc(OC)c2c(=O)cc(C(=O)O)[nH]c12	-2.1%	-1.3%	?	-1.2%	-10.7	1.7%	?	11.6%	0.2
13	CN(C)c1ccc(C2CC(c3c(O)n(C4CCCCC4)c(=O)[nH]c3=O)=Nc3ccccc3S2)cc1 (centres undefined)	nt	-0.3%	?	2.2%	nt	nt	-5.5	nt	-0.2
14	COc1ccc(-c2ccc3c(N)c(C(=O)Nc4cc(F)ccc4C)sc3n2)cc1	1.3%	-0.4%	-21.8%	-14.4%	nt	3.8%	-2.6	-5.3%	-2.0
15	COc1ccc(CNC(=O)c2sc(=O)n(Cc3ccccc3OC)c2C)cc1	-0.3%	nt	10.5%	nt	nt	-3.8%	-12.9	nt	nt
16	COc1cc(OC)cc(C(=O)N2CCC(N3CCCCCC3)CC2)c1	-4.9%	1.5%	?	49.9%	2.6	1.8%	-20.4	-11.6%	-0.5
17	CC(C)C(NC(=O)c1ccccc1)C(=O)N/N=C\c1ccco1 (centres undefined)	-6.0%	-11.5%	16.4%	-14.4%	9.0	-0.8%	-2.5	-23.7%	0.4
18	ON=C1c2ccccc2-c2ccc(O)cc21	4.2%	-14.5%	-0.2%	-20.4%	nt	-0.4%	-0.2	17.6%	nt
19	c1ccc(Oc2cccc(OCCCCSc3ncccn3)c2)cc1	-0.3%	3.0%	133.3%[activator][57.4 µM]	-44.4%	-12.3	3.1%	5.2	0.1%	-0.1
20	COc1ccc(CNc2oc(-c3cccc4ccccc34)nc2P(=O)(OC)OC)cc1	-3.7%	0.3%	-25.1%	-2.2%	2.5	-0.2%	1.1	-4.7%	-0.9
21	COc1cc(/C=C2/C(=O)ON=C2C)ccc1OCc1ccccc1F	3.1%	nt	?	?	-1.2	-4.4%	-4.6	-3.0%	1.3
22	C[C@@H](C(=O)OCn1nnc2ccccc2c1=O)N1C(=O)C2CCCCC2C1=O (some centres undefined)	-3.4%	7.5%	1.5%	-1.1%	4.4	1.4%	-2.4	8.8%	0.4
23	CCOC(=O)c1cc(C)n(-c2ccc(OC)c(OC)c2)c1C	1.5%	10.6%	0.0%	-12.4%[11.4 µM]	-1.2	-7.1%	11.2	-7.3%	1.1
24	O=C(Nc1ccc(CN2CCCCC2)cc1)Nc1ccc(Br)cc1Cl	0.7%	-2.4%	0.0%	0.8%	5.9	0.7%	-1.1	7.1%	-0.2

Some of these compounds in order of formula weight, descending:
no.	Structure	GRP78 ERSR act	ERG Ets-DNA blk	ALOX12 inh	RGS4 inh	D2 antagonist	Vif-APOBEC3G blk	LDHA block	Vif-APOBEC3F blk	D2 agonist
8	O=C(Nc1ccc(O)c2c(=O)cc(-c3ccccc3Cl)oc12)c1cccs1	-4.9%&-2.6%	-0.2%	-9.0%	-13.6%&2.8%	-6.6	-1.7%&0.7%	1.6	5.1%	-1.3
5	COc1cc([N+](=O)[O-])ccc1-c1ccc(/C=N\n2cnnc2)o1	1.6%	10.1%	?	19.1%	-10.2	-11.1%	-9.6	-14.8%	0.6
9	Cn1nnnc1Sc1ccc([N+](=O)[O-])cc1Cl	-2.9%	3.2%	27.3%	7.2%	-17.8	-12.3%	-7.5	-2.3%	1.3

Remaining list, next part:
no.	Structure	GRP78 ERSR act	ERG Ets-DNA blk	ALOX12 inh	RGS4 inh	D2 antagonist	Vif-APOBEC3G blk	LDHA block	Vif-APOBEC3F blk	D2 agonist
25	CN(C)c1nc(N(C)C)nc(N2CC(=O)N(c3ccccc3)C2=N)n1	-1.0%	-4.8%	15.2%	10.1%	4.7	-0.4%	-0.9	0.3%	1.0
26	CCOC(=O)C1CCCN(CC(O)COCc2ccc3c(c2)OCO3)C1 (centres undefined)	-2.8%	-7.1%	?	16.1%	4.5	2.7%	-22.6	4.6%	0.2
27	Cc1nn(Cc2ccccc2)c(C)c1NC(=O)CSc1nc2sc3c(c2c(=O)n1C)CCC3	-2.0%	-10.3%	nt	9.0%	nt	0.7%	-7.5	1.4%	nt
28	CCOC(=O)c1ccc(NC(=O)CSc2nc(N3CCOCC3)nc(N3CCOCC3)n2)cc1	-5.1%	1.4%	236.2%[activator]	-7.6%	-1.6	-6.1%	-1.4	4.2%	-0.3
29	Cc1cc(NCc2ccc(Cl)cc2)n2cnnc2n1	nt	-1.1%	-7.7%	9.4%	nt	nt	0.8	nt	0.5
30	O=C(O)c1c(C(=O)O)c(-c2ccc(F)cc2)n2c1CCC2	0.0%	-6.3%	-20.1%	-14.6%	15.7	-0.3%	-3.8	6.9%	0.6
31	COc1ccc(C2=NC(c3ccccc3)=Nc3ccc(C)cc3N2)cc1	nt	2.3%	?	22.6%	nt	nt	-4.9	nt	0.3
32	CCC(=O)NC(=S)Nc1ccc(N2CCN(C(=O)c3ccc(Cl)cc3)CC2)cc1	0.3%	6.9%	-29.8%	-13.1%	-5.1	5.4%	5.1	9.0%	-1.0
33	Cn1c(=O)cc(SCC(=O)NCCCN2CCOCC2)c2ccccc21	1.0%	-8.7%	0.0%	52.4%	-13.6	0.9%	-4.3	nt	0.5
34	CCCNC(=O)c1cc(C2CCCCN2S(=O)(=O)c2ccc(F)cc2F)on1 (centres undefined)	0.5%	nt	-0.5%	nt	nt	-1.2%	-5.7	nt	nt
35	CN(C)C(=O)N1CCC(C(=O)NCc2ccc3c(c2)OCO3)CC1	-3.7%	-1.9%	17.3%	10.0%	-3.4	1.2%	-2.9	-2.4%	-0.3
36	COc1ccc(CNC(=O)CN2C(=O)c3ccccc3C2=O)cc1	8.5%	6.5%	6.0%	?	9.0	-0.7%	0.9	0.1%	-2.5
37	O=C1c2ccc(-c3ccc(Cl)c(C(F)(F)F)c3)cc2S(=O)(=O)c2cccc(C(=O)N3CCN(c4ncc(Br)cn4)CC3)c21	-0.4%	8.9%	0.5%	0.3%	nt	4.5%	-0.1	-8.4%	nt
38	S=C(Nc1ccccc1)N1CCn2c(nc3ccccc32)C1	-0.5%	-1.0%	-1.3%	-5.4%	0.1	3.9%	-5.9	-10.5%	10.7
39	Cc1ccc(OCc2cc(C(=O)N3CCN(c4ccccc4)CC3)no2)cc1C	-0.5%	3.2%	-2.2%	3.9%	-0.7	0.5%	-5.9	-2.2%	0.7
40	Cc1ccc(NC(=O)CC2S/C(=N/N=C3/NC(=O)CS3)NC2=O)cc1 (centres undefined)	-5.1%	7.2%	?	3.1%	3.3	4.2%	3.1	-19.5%	-1.2
41	Cc1ccc(Cl)cc1NC(=O)CCc1c(C)nc2c3cccnc3nn2c1C	-3.8%	-1.7%	-8.1%	-1.1%	nt	-0.6%	-10.0	7.1%	0.0
42	c1ccc(-c2nnc(Cn3c4ccccc4c4nc5ccccc5nc43)o2)cc1	-2.6%	8.0%	?	8.9%	nt	-4.3%	-3.5	nt	nt
